BioA inh – blocks M. tuberculosis BioA enzyme activity; inhibition, % at 9.99 µM; AID 602481; purified M. tuberculosis BioA enzyme, plate reader; 0.096% of 360,000 active; in the data active = inhibition above about 40%; inconclusive = no clear call, values can overlap the other calls
UGM FP inh – Mtb UDP-galactopyranose mutase inhibition. purified UGM, fluorescence polarization probe displacement. 0.06% of 320,000 active. inhibition, % at 10 µM; in the data active = inhibition above about 10%, passing the limit was not always enough; inconclusive = no clear call, values can overlap the other calls
Target sequence (P9WIQ1 whole entry, looked up): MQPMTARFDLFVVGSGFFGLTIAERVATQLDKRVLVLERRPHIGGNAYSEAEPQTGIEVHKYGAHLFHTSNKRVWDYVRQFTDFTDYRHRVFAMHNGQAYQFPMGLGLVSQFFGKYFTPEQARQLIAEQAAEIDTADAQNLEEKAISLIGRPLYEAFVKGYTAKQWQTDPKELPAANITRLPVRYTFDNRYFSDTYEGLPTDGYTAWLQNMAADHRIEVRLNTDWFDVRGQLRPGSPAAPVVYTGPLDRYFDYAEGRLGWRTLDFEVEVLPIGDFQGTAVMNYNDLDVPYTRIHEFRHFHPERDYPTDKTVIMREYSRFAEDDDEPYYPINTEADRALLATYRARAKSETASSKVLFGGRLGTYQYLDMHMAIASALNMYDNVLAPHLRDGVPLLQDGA
FadD28 FP inh – M. tuberculosis FadD28 bisubstrate binding inhibition. inhibition, % at 12.5 µM. 0.22% of 360,000 active. FadD28 bisubstrate probe binding, fluorescence polarization. AID 588549; in the data active = inhibition above about 8.5%, passing the limit was not always enough; inconclusive = no clear call, values can overlap the other calls
FBA Mtb inh – inhibitors of M. tuberculosis fructose-bisphosphate aldolase; P9WQA3; purified M. tuberculosis FBA, fluorescence read-out; inhibition, % at 1 µM; 2.3% of 360,000 active; in the data active = inhibition above about 27%;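 note: 0% = vehicle and 100% = reference inhibitor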
Target sequence (P9WQA3 whole entry, looked up): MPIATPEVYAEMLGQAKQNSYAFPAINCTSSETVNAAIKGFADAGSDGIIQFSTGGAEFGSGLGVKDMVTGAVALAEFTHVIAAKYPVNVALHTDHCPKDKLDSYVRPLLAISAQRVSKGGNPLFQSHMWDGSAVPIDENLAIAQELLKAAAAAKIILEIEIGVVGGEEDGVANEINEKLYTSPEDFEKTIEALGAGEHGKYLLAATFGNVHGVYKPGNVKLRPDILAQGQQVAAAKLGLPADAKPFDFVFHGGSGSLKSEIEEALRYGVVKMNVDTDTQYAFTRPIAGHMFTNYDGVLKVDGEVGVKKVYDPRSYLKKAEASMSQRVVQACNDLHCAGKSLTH
VHR inh abs – DUSP3 (human) phosphatase inhibition; P51452; recombinant VHR phosphatase, pNPP absorbance; inhibition, % at 13.3 µM; 0.52% of 290,000 active; AID 1654; in the data active = inhibition above about 50%; note: some compounds called inactive have numbers as strong as hits
Target sequence (P51452 whole entry, looked up): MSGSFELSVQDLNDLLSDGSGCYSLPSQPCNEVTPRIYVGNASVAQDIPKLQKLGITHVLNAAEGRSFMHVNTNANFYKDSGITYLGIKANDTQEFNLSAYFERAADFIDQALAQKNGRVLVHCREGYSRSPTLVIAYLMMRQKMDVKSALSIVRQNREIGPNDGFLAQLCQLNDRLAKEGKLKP
CCHF vOTU inh – blocks the CCHF virus ovarian tumor domain protease | 0.55% of 370,000 active | inhibition, % at 11.5 µM | CCHFV vOTU protease, Pep-AMC fluorescence; note: 0% = vehicle wells with enzyme and 100% = no enzyme wells
BoNT F protease – blocks Botulinum neurotoxin F light chain protease | AID 588497 | 0.22% of 360,000 active | inhibition, % at 10 µM | Multiplex microsphere protease cleavage assay, flow cytometry; in the data active = inhibition above about 35%, passing the limit was not always enough; inconclusive = no clear call, values can overlap the other calls; note: plate controls were buffer without enzyme for full effect and enzyme alone for no effect
MazF activator – activators of E. coli MazEF toxin-antitoxin RNase | FAM/BHQ RNA-DNA oligo cleavage fluorescence, 5 h | activation, % at 20 µM | 0.32% of 350,000 active; in the data active = activation above about 50%
Target sequence (P0AE70 whole entry, looked up): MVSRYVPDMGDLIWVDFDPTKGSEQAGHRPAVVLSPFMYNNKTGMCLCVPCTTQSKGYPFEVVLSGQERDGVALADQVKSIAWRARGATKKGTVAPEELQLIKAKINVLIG
Rv3671c inh – inhibits the M. tuberculosis serine protease Rv3671c | P9WHR9 | inhibition, % at 5.96 µM | 0.048% of 320,000 active; in the data active = inhibition above about 38%;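 note: extracellular domain of Rv3671c used as enzyme; 0% = enzyme with DMSO and 100% = no enzyme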
GDH-TPI inh – counter-screen for M. tuberculosis FBA inhibitors: GDH-TPI coupled enzymes; GDH-TPI coupled enzyme counterscreen, NADH absorbance; inhibition, % at 4.8 µM; 1.2% of 360,000 active; AID 588335;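 note: 0% = DMSO wells and 100% = wells lacking the enzyme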
The depositor's hits bear a star; ? = inconclusive; · = not tested or not shown. Cut-off read from the data, not from the text of the source, unless noted: active = inhibition above about 30%; inactive = the rest.

SMILES	BioA inh	UGM FP inh	FadD28 FP inh	FBA Mtb inh	VHR inh abs	CCHF vOTU inh	BoNT F protease	MazF activator	Rv3671c inh	GDH-TPI inh
CC1CCc2sc(C(=O)NCc3ccc(F)cc3)cc2C1 (centres undefined)	0.2	0.1	-1.2	0	12	8	-6	12	-8	8
CCCNc1nc2ccccc2c(=O)[nH]1	-1.0	2.7	-0.9	12	26	7	-5	-3	3	8
COc1cc(C(=S)N2CCOCC2)cc(OC)c1OC	0.4	1.2	-3.6	-2	14	-5	?	6	-9	-3
O=C(NCCCn1ccnc1)/C(=C\c1cccnc1)NC(=O)c1ccco1	·	-0.3	-2.4	2	9	9	-4	-8	3	2
CCOc1ccc(/C=N/NC(=O)c2[nH]c3ccc(C)cc3c2C)cc1	-1.2	-1.0	-1.9	1	-5	6	28	-4	·	30
CCOC(=O)c1sc(NC(=O)C2CC2)cc1C	0.2	1.0	-3.6	-1	35	11	-2	12	0	-1
O=C(N=C1SC2CS(=O)(=O)CC2N1c1ccc(Br)cc1)C1CCCO1 (centres undefined)	3.2	1.0	-3.4	-2	-8	-5	0	0	5	3
CC(C)[C@@H](C(=O)N[C@@H](CCc1ccc(O)cc1)C(=O)O)N(C)C(=O)[C@H](CO)NC(=O)[C@@H](O)[C@H](N)CCCCCCCCl	-0.5	·	-4.1	-2	·	-6	-8	·	·	6
CCN1CCN(C(CNC(=O)c2ccc3c(c2)OCO3)c2cccnc2)CC1 (centres undefined)	1.2	-3.0	-3.7	-2	12	-4	-1	13	8	-13
Cc1cccc(C)c1NC(=O)c1cc(-c2ccccn2)nc2ccccc12	·	2.2	-2.5	-1	8	-7	2	5	3	17
CCCN1C(=O)/C(=C/c2ccc(N3CCCC3)c(C)c2)NC1=S	-5.8	-1.8	3.7	-11	-2	1	14	-16	-7	5
Cc1ccc(CNC(=O)c2ccccc2NC(=O)C2=CSCCO2)cc1	-0.8	-1.5	0.1	2	4	-2	2	19	-5	5
COc1ccc(-c2nc3ccc(C)cn3c2CC(C)(C)C)cc1OC	0.8	·	-0.1	2	·	11	-7	·	·	·
COC(=O)c1ccc(NC(=O)C2CCN(C(=O)c3cc(OC)c(OC)c(OC)c3)CC2)cc1	-2.4	-1.2	1.4	1	30	-2	2	-4	-5	1
CCCN(CCC)S(=O)(=O)c1ccc(C(=O)Nc2nc(-c3ccccc3)c(C(=O)OCC)s2)cc1	·	0.2	-1.6	0	14	0	2	6	8	3
CCOC(=O)N1CCN(C(=O)c2ccccc2NC(C)=O)CC1	0.7	-2.5	1.2	0	4	-6	1	-5	-1	1
CCc1ccc(-n2c(SCC(=O)Nc3ccc(C(=O)O)cc3)nnc2-c2ccncc2)cc1	·	-1.0	·	·	27	10	·	-2	6	·
COc1ccccc1N1CCN(Cc2ccc(Br)s2)CC1	-1.1	-0.6	-4.4	-2	1	6	1	-10	12	-10
COc1cccc(C(=O)Nc2ccc(F)cc2F)c1	0.6	-1.6	0.7	2	12	-3	7	5	-5	-2
Cc1cccc(NC(=S)NNc2cccc(Cl)c2)c1	-0.9	3.6	-1.5	-1	-25	-4	-24	2	1	-7
O=C(NCc1ccc(C(F)(F)F)cc1)c1ccc(-c2ccc(F)c(F)c2)c2ccoc12	-0.2	·	-3.1	0	·	22	1	·	·	8
CC(C)=CC(=O)O[C@@H]1Cc2c(ccc3ccc(=O)oc23)OC1(C)C	-1.4	-3.9	-0.4	33*	·	-14	0	5	3	16
CC1CN(C(=O)CCC(=O)NCc2ccccc2)c2ccccc2S1 (centres undefined)	0.4	-0.1	-2.9	-2	2	-6	0	4	-8	5
CCn1cc(CNC(=O)c2cc(Cl)ccc2OC)c(C)n1	13	-3.9	-4.5	-3	8	-3	-6	1	14	-3
CC(C)CN(C(=O)c1ccc(S(=O)(=O)N2CCCCC2)cc1)C1CCS(=O)(=O)C1 (centres undefined)	0.7	·	-2.6	1	·	7	-3	4	·	-1

Later entries:
SMILES	BioA inh	UGM FP inh	FadD28 FP inh	FBA Mtb inh	VHR inh abs	CCHF vOTU inh	BoNT F protease	MazF activator	Rv3671c inh	GDH-TPI inh
Cc1ccc(CCNc2ccc3ccccc3c2)cn1	·	-0.3	2.8	3	·	-2	-2	-4	-3	12
CC(C(=O)NCc1cccnc1)N1C(=O)c2ccccc2C1=O (centres undefined)	-0.3	-2.2	-0.3	5	9	0	-9	-4	2	-10
COC(=O)C1=C(C)NC2=C(C(=O)CC(C)(C)C2)C1c1cccc(C)n1 (centres undefined)	0.6	-0.5	-0.2	24	-2	-24	-1	2	10	-1
CCc1ccc(N2CC(C(=O)Nc3cccc(S(=O)(=O)N4CCCC4)c3)CC2=O)cc1 (centres undefined)	·	0.3	-2.8	-3	·	16	·	-4	-9	-6
C=CCn1c(SCC(=O)Nc2cccc(C(=O)OC)c2)nnc1C(C)NC(=O)c1cccs1 (centres undefined)	0.4	0.8	-0.9	1	5	-3	2	3	-1	1
Cc1ccc(C(=O)Nc2cc([N+](=O)[O-])ccc2C)cc1	·	0.6	-3.2	-2	32	-13	1	3	-1	0
CN1NC(=O)CC1c1ccccc1 (centres undefined)	-1.9	·	-3.3	-3	·	5	-2	10	·	2
CSc1ccccc1NC(=O)Nc1ccc(F)c(Cl)c1	·	2.7	-3.2	3	29	12	-10	0	4	-1
COC(=O)c1cccc(NC(=O)CCCOc2cccc(C)c2)c1	·	1.6	-3.6	-3	10	5	-3	-3	-5	3
COCC(=O)N1CCC(Oc2ccc(C(=O)N(C)C3CCCCC3)cc2)CC1	-0.6	2.9	-2.4	0	6	0	11	5	·	3
COc1cccc2c1OCC(CN1CCN(Cc3ccccc3)C(CCO)C1)=C2 (centres undefined)	-0.2	-2.9	0.6	4	16	-2	-2	-1	0	-3
O=C(CSc1nnc(-c2ccc(O)cc2)o1)Nc1ccccc1Br	-0.9	2.5	-0.6	1	-11	2	-5	-2	-2	5
Cc1ccc(S(=O)(=O)N2CCC(C(=O)N3Cc4ccccc4C3)CC2)cc1	-5.4	0.7	-0.4	1	14	28	-2	-5	6	13
CN(C)CCCN(C(=O)c1cc(-c2cccs2)nc2ccccc12)c1nc2c(F)cccc2s1	-0.6	0.6	-2.7	19	20	-6	-12	-2	-7	5
CCc1ccc(C(=O)COC(=O)c2n[nH]c3ccccc23)cc1	-0.5	-0.2	-2.5	1	8	-1	0	-5	-12	10
COc1cccc(NC(=O)CN(C)C(=O)c2csc3c2CCCC3)c1	-0.4	-1.5	-1.8	1	·	-1	-2	0	1	3
CCC1C(=O)N(C)CCc2ccccc21 (centres undefined)	-2.9	0.3	-1.3	1	-17	21	0	7	-2	9
CCCc1nc2oc(C(=O)OCC)c(N)c2c2c1COC(C)(C)C2	-0.6	0.3	-2.8	59*	36	-43	-5	6	-4	17
C=CCN1C=C2C(=O)C(C)(OC(=O)c3ccc(OC)cc3)C(=O)C(c3ccco3)=C2C=C1CCCC (centres undefined)	-1.7	0.7	-1.3	4	11	5	-24	-44	-2	18
Cc1nnc(NC(=O)CSc2ncc(-c3ccccc3)[nH]2)s1	0.9	-1.1	-1.8	-1	-4	-6	3	2	-6	2
CCOC(=O)C1=C(COC(=O)CNS(=O)(=O)c2c(F)cc(F)cc2Br)NC(=O)NC1C (centres undefined)	-1.3	·	0.2	-3	·	4	0	2	·	5
Cc1ccc(NC(=O)C(C)N2C(=O)c3ccccc3C2=O)nc1 (centres undefined)	·	2.9	1.9	-2	20	5	-2	3	10	3
CCCN(C(=O)COC(=O)CNC(=O)c1ccc2ccccc2c1)c1c(N)n(Cc2ccccc2)c(=O)[nH]c1=O	-2.2	3.4	-1.0	0	·	4	2	-7	2	-1
Cc1cccc(NC(=S)NCCC(C)C)c1	·	1.3	0.1	2	13	-9	-14	3	11	8
O=S(=O)(c1ccc(Cl)cc1)n1c(Cc2ccccc2)nc2ccccc21	0.2	-3.7	-4.5	-2	2	-17	15	-2	1	-7

An excerpt from above in order of count of non-hydrogen atoms, rising.
SMILES	BioA inh	UGM FP inh	FadD28 FP inh	FBA Mtb inh	VHR inh abs	CCHF vOTU inh	BoNT F protease	MazF activator	Rv3671c inh	GDH-TPI inh
Cc1cccc(NC(=S)NCCC(C)C)c1	·	1.3	0.1	2	13	-9	-14	3	11	8
Cc1ccc(CCNc2ccc3ccccc3c2)cn1	·	-0.3	2.8	3	·	-2	-2	-4	-3	12
Cc1nnc(NC(=O)CSc2ncc(-c3ccccc3)[nH]2)s1	0.9	-1.1	-1.8	-1	-4	-6	3	2	-6	2
CCCc1nc2oc(C(=O)OCC)c(N)c2c2c1COC(C)(C)C2	-0.6	0.3	-2.8	59*	36	-43	-5	6	-4	17
COc1cccc(NC(=O)CN(C)C(=O)c2csc3c2CCCC3)c1	-0.4	-1.5	-1.8	1	·	-1	-2	0	1	3

(listing goes on)
SMILES	BioA inh	UGM FP inh	FadD28 FP inh	FBA Mtb inh	VHR inh abs	CCHF vOTU inh	BoNT F protease	MazF activator	Rv3671c inh	GDH-TPI inh
N#Cc1cn(-c2ccccc2)nc1-c1ccc2c(c1)OCCO2	-1.6	0.4	-1.1	0	8	3	9	13	-5	3
COC(=O)/C(=C\C(=O)c1ccccc1)Nc1cccc(C(F)(F)F)c1	0.1	-2.3	2.5	-1	7	2	0	9	-6	5
CSCC[C@H](NC(=O)[C@H](Cc1ccccc1)n1c(=O)[nH]c2ccccc2c1=O)C(=O)N1CCC[C@@H]1C(=O)O	-0.4	0.6	-0.4	5	12	-3	3	3	1	7
CNc1c([N+](=O)[O-])cnn1-c1ccc(Cl)cc1Cl	3.7	-2.4	0.0	0	3	1	-10	8	-5	23
CCOc1ccc(/C=C2\SC(N3CCc4ccccc4C3)=NC2=O)cc1	·	-2.2	-1.6	0	5	-13	-22	-12	-13	13
O=C1C(NS(=O)(=O)c2ccccc2)=C(N2CCN(c3ccc(F)cc3)CC2)C(=O)c2ccccc21	0.9	0.2	2.4	-2	-6	19	-7	-2	10	8
NC(=O)CC[C@@H]1NC(=O)[C@H](CO)NC(=O)c2cc([N+](=O)[O-])cc(I)c2NCC[C@@H](C(N)=O)NC1=O	6.7	0.4	-2.8	-1	-4	9	-12	-1	-4	10
O=C(COc1ccccc1F)NCc1nc2ccccc2[nH]1	0.2	-2.1	-2.6	3	29	-9	0	-2	-2	-3
CC(C)c1ccc(C(O)P(=O)(OC2CCCCC2)OC2CCCCC2)cc1 (centres undefined)	-0.7	-2.3	-0.5	-1	25	22	?	-3	3	-9
CCCCn1nc(C(=O)NC2=NCCS2)c2ccccc2c1=O	-0.1	0.3	-2.5	-12	26	4	-15	-1	8	0
O=C1NC(=S)NC1=Cc1ccc(O)cc1	0.3	·	0.8	-11	·	16	-1	-36	·	16
O=[N+]([O-])c1cc(CSC2=NCCN2)ccc1O	0.4	·	-0.5	13	0	-5	0	0	·	11
O=C(NCc1ccco1)C(c1ccccc1)N(Cc1cccnc1)C(=O)Cn1nnc2ccccc21 (centres undefined)	10	-3.0	-4.6	0	24	12	4	7	5	3
COc1cc(OC)c(OC)cc1C=NCC1(c2ccccc2)CCCC1	-0.3	0.5	-2.3	0	26	6	-2	0	-1	16
COc1ccc(C(=O)NNC(=O)c2ccc(S(=O)(=O)N3CCOCC3)cc2)cc1	·	-0.2	-0.8	-1	6	3	-3	13	9	-4
C(=N\Nc1nncc2ccccc12)/c1ccccn1	1.0	-1.5	-0.2	-1	-12	11	-5	2	-6	11
CCCCCC(=O)N(Cc1ccccc1)c1c(N)n(CCOC)c(=O)[nH]c1=O	0.5	2.2	-2.8	1	-16	-8	-67	1	6	8
O=C(CCn1cccn1)N1CCCC(N2CCN(c3cccc(C(F)(F)F)c3)CC2)C1 (centres undefined)	2.4	2.0	-0.1	1	36	13	10	1	8	1
COc1ccc(OC(C)C(=O)Nc2cccnc2)cc1 (centres undefined)	11	0.8	1.0	-1	2	12	0	10	0	-2
COc1ccc(Cc2nc3ccc(C(=O)NCCc4ccccn4)cc3o2)cc1OC	0.9	-2.6	-3.5	0	2	-13	2	-1	-13	-1
Cc1nc2ccc(NC(=O)c3ccc(Cl)s3)cc2s1	0.3	-0.2	0.3	3	25	-6	-16	3	-9	8
